High-throughput results as filed in PubChem.
PfHsp90 yeast 2: growth inhibition of yeast expressing Plasmodium Hsp90. 0.32% of 310,000 active. S. cerevisiae expressing PfHsp90, BacTiter-Glo ATP, 48 h; yeast lacking PDR1 and PDR3 efflux regulators. inhibition, % at 9.4 µM;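 active = every replicate shows inhibition above about 80%, whatever the replicate mean, limit read from the data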;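 note: 0% = DMSO neutral controls and 100% = 20 µM radicicol positive controls; yeast relying on Plasmodium falciparum Hsp90 in place of its own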
PKA-R1A activ: activates the PKA-R1A holoenzyme complex. P00514+P68181. 0.083% of 340,000 active. activation, % at 11.4 µM. AID 504707. PKA-R1A dissociation, Cy5-IP20 fluorescence polarization; scaled: DMSO 0%, 113 µM cGMP 100%;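 active = percent activation above the mean of all tested compounds plus 3 SD, cut at about 19% in these data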;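 note: higher means more PKAc released from R1A so a rise in polarization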
PKA-R2B activ: activators of human PKA-R2B complex. PKA-R2B holoenzyme dissociation, Cy5-IP20 fluorescence polarization; R2B truncated from residue 108, S112A mutant; 0% DMSO only, 100% 113 µM cGMP. activation, % at 11.4 µM. 0.079% of 340,000 active. AID 504700;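 active = activation above a cutoff set at the mean over all compounds plus 3 SD, cut at about 18% in these data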;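 note: higher means more holoenzyme dissociation and a rise in polarization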
Target sequence (P31323 whole entry, looked up, other chains not shown, the tested form may be a part): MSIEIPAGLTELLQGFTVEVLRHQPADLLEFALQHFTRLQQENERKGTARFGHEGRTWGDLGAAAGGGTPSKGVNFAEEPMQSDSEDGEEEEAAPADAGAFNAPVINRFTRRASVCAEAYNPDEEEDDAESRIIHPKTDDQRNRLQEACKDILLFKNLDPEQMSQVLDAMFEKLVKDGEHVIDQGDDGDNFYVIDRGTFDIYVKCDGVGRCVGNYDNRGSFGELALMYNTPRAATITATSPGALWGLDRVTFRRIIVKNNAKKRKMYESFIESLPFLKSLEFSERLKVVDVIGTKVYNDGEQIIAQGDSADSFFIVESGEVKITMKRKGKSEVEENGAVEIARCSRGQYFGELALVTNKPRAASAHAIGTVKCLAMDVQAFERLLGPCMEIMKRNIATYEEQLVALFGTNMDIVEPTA
phage Ecoli inh: E. coli growth loss with phage present; growth absorbance; inhibition, % at 11.9 µM; 0.26% of 360,000 active; in the data active = inhibition above about 11%
Tat export inh: inhibitors of E. coli Tat protein transport. E. coli MC4100 TorA-mCherry Tat export, fluorescence. inhibition, % at 10 µM. 0.036% of 340,000 active;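 active = mean replicate inhibition at least 50% and at least half of replicates individually reaching 50%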;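 note: exported cargo escapes ClpAP degradation while cytoplasmic cargo is degraded and loses fluorescence; 0% = median of neutral control wells and 100% = median of NaSCN control wells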
The depositor's hits bear a star; . = no result given. Some of the compounds tested; rates above refer to the full screens.

Structure	PfHsp90 yeast 2	PKA-R1A activ	PKA-R2B activ	phage Ecoli inh	Tat export inh
CCOC(=O)N=Nc1c2ccccc2c2nc3no[nH]c3nc12	108*	.	.	5.3	-5
O=C1[C@H]2[C@@H](c3ccccc3)N[C@]3(CCCN(Cc4ccco4)C3=O)[C@H]2C(=O)N1Cc1ccccc1	.	4	-12	-0.6	.
CCOC(=O)CCCCCC(=O)Nc1ccc2c(c1)C(=O)N([C@@H](C)CO)C[C@@H](C)[C@H](CN(C)S(=O)(=O)c1cccs1)OCCCC[C@H](C)O2	.	4	-4	1.9	.
COCCN(C(=O)CSc1nnc(-c2ccc(F)cc2)n1N)c1c(N)n(CC(C)C)c(=O)[nH]c1=O	.	-4	1	0.0	.
Cc1cc(C)n2[nH]c(=O)cc2n1	.	5	-4	0.0	.
CN1OC[C@@H]2CN(S(=O)(=O)c3cccc4ccccc34)[C@H](c3ccc(-c4cccnc4)cc3)C[C@@H]21	.	3	3	0.9	.
CCN(CC)S(=O)(=O)c1ccc(N2CCCC2)c(NC(=O)CSCc2c(C)noc2C)c1	.	1	-6	0.3	.
CCN(CC)C(=O)C1=C(C)N(CCC2=CCCCC2)C(=O)C(CC(=O)NCCCCc2ccccc2)C1 (stereo not drawn)	.	-10	-5	0.6	.
Cc1ccc(S(=O)(=O)N2C[C@@H](C)[C@]3(C2)[C@H](O)[C@H](OC(=O)Nc2c(C)noc2C)C[C@H]2C(=O)N(c4ccccc4)C(=O)[C@H]23)cc1	.	-9	3	0.9	.
C=CCN1c2ccccc2Sc2cnccc21	.	4	4	1.8	.
C[C@H]1CN([C@@H](C)CO)C(=O)c2cc(-c3ccccc3F)cnc2O[C@H]1CN(C)C(=O)C1CCOCC1	.	-8	-6	0.9	.
COCC(=O)N(C)[C@H]1C[C@H]2c3[nH]c4ccccc4c3CCN2C(=O)[C@H]1[C@H](C)O	.	-2	-11	1.0	.
CC(C)(C)CCN1CCC(CN2CCNC2=S)CC1	.	-7	-9	3.2	.
COC(=O)C1(C)NC(c2cccc(C)c2)C2C(=O)N(c3ccccc3)C(=O)C21 (stereo not drawn)	.	4	-5	1.2	.
O=C1NCCCN1C1OC(CO)C(O)C1O (stereo not drawn)	.	11	22*	0.9	.
COc1ccc(-c2c(N)cnc(C(=O)O)c2C)c(OCc2ccccc2)c1OC	.	-3	4	0.8	.
COc1ccc([C@H]2C[C@@H](n3cc(-c4ccc(F)cc4)nn3)[C@H](O)CN2C(=O)c2cccs2)cc1	.	-1	-3	-0.6	.
C[C@H](CO)N1C[C@H](C)[C@H](CN(C)C(=O)c2ccc3ccn(C)c3c2)OCc2cnnn2CCCC1=O	.	-4	-1	3.8	.
Cc1noc(C)c1NC(=O)N(C)C[C@H]1OCCCC[C@@H](C)Oc2ccc(NC(=O)c3ccccc3)cc2C(=O)N([C@H](C)CO)C[C@@H]1C	.	0	5	2.9	.
COc1cc2nnn(-c3ccncc3)c2cc1OC	.	1	5	4.2	.

One compound at a time (already shown).
COc1cc2nnn(-c3ccncc3)c2cc1OC in the list: PfHsp90 yeast 2 = .; PKA-R1A activ = 1; PKA-R2B activ = 5; phage Ecoli inh = 4.2; Tat export inh = .
Cc1ccc(S(=O)(=O)N2C[C@@H](C)[C@]3(C2)[C@H](O)[C@H](OC(=O)Nc2c(C)noc2C)C[C@H]2C(=O)N(c4ccccc4)C(=O)[C@H]23)cc1 in the list: PfHsp90 yeast 2 = .; PKA-R1A activ = -9; PKA-R2B activ = 3; phage Ecoli inh = 0.9; Tat export inh = .
Cc1cc(C)n2[nH]c(=O)cc2n1 in the list: PfHsp90 yeast 2 = .; PKA-R1A activ = 5; PKA-R2B activ = -4; phage Ecoli inh = 0.0; Tat export inh = .

Going on with the list.
Structure	PfHsp90 yeast 2	PKA-R1A activ	PKA-R2B activ	phage Ecoli inh	Tat export inh
CCCCN1C(=O)C(CC(=O)NCCCN(C)C)CC(C(=O)N(C)C)=C1C (stereo not drawn)	.	-19	-5	2.2	.
N#Cc1ccccc1OCC(=O)NC1CCCCCC1	.	-4	-2	0.3	.
CCN(CC)C(=O)C1=C(C)N(Cc2ccccc2)C(=O)C(CC(=O)NC2CC2)C1 (stereo not drawn)	.	-3	1	-0.4	.
C[C@H](NC(=O)c1nc[nH]c1C(=O)NC[C@@H](C)O)c1ccccc1	.	5	-7	2.5	.
COc1ccc(C(CNC(=O)CSc2ccccc2)N2CCOCC2)cc1 (stereo not drawn)	.	-8	5	4.2	.
O=C(Nc1ccc(C(=O)N2CCCC2)cc1)c1cc(F)c(F)cc1Cl	.	6	1	3.8	.
Cc1cc2c(cc1C)NC(=O)C(C)CN2 (stereo not drawn)	.	7	9	0.5	.
COc1ccc([C@H]2N[C@]3(CCCN(Cc4ccc(C(F)(F)F)cc4)C3=O)[C@H]3C(=O)N(C)C(=O)[C@@H]23)cc1	.	-8	2	1.6	.
CCCCCC(=O)N1C[C@H](O)[C@@H](n2cc(-c3ccc(F)cc3)nn2)C[C@@H]1c1ccc(OC)cc1	.	-10	-6	3.2	.
CN(C)CCOc1ccc2c(c1)C(=O)C(=Cc1ncc([N+](=O)[O-])n1C)C2	.	-2	-5	95*	.
O=C(C1CC=CCC1)N1CCCCCC1 (stereo not drawn)	.	0	-4	2.0	.
O=C(NCc1ccncc1)C(=O)NCC1OCCN1S(=O)(=O)c1ccccc1 (stereo not drawn)	.	2	10	1.2	.
COc1ccc(CNC(=O)c2ccc(Cl)c(S(=O)(=O)N3CCCCCC3)c2)cc1	.	-7	-1	1.8	.
C[C@@H]1Cn2cnc(C(=O)Nc3cccc(Cl)c3)c2C(=O)N1	.	4	4	0.4	.
C[C@H](CO)N1C[C@H](C)[C@H](CN(C)Cc2ccncc2)OCc2ccccc2-c2c(n(C)c3ccccc23)C1=O	.	-9	2	0.6	.
COc1ccc(CC(=O)Nc2cc(S(=O)(=O)N3CCCCC3)ccc2OC(C)C)cc1OC	.	-7	-9	3.9	.
Cc1ccccc1Oc1ccc2c(c1)[C@@H]1C[C@H](N(C)C(=O)c3cccnc3)[C@H]([C@H](C)O)C(=O)N1CC2	.	-4	-8	1.7	.
Cc1noc(C)c1S(=O)(=O)Nc1ccc2c(c1)C(=O)N([C@@H](C)CO)C[C@@H](C)[C@@H](CN(C)CC1CCCCC1)OCCCC[C@@H](C)O2	.	0	-5	3.0	.
CCOC(=O)C1(CCOC)CCCCC1=O (stereo not drawn)	.	2	4	1.3	.
C[C@@H]1CN([C@@H](C)CO)C(=O)c2cc(Br)cnc2O[C@@H]1CN(C)C(=O)Nc1ccc(F)cc1	.	-1	-1	3.4	.

Structures from the list above containing two or more sulfur atoms (2):
Structure	PfHsp90 yeast 2	PKA-R1A activ	PKA-R2B activ	phage Ecoli inh	Tat export inh
CCOC(=O)CCCCCC(=O)Nc1ccc2c(c1)C(=O)N([C@@H](C)CO)C[C@@H](C)[C@H](CN(C)S(=O)(=O)c1cccs1)OCCCC[C@H](C)O2	.	4	-4	1.9	.
CCN(CC)S(=O)(=O)c1ccc(N2CCCC2)c(NC(=O)CSCc2c(C)noc2C)c1	.	1	-6	0.3	.

Other records
Structure	PfHsp90 yeast 2	PKA-R1A activ	PKA-R2B activ	phage Ecoli inh	Tat export inh
Oc1ccccc1C=NNC(=S)NC1CC2C=CC1C2 (stereo not drawn)	.	-5	-6	1.6	.
COc1ccc(C(=O)C2CCCN(C(=O)c3csc(SC)n3)C2)cc1F (stereo not drawn)	.	11	-2	-0.4	.
CCCCC(=O)Nc1ccc(Cl)cc1F	.	-4	-2	3.0	.
CSCCC(NC(=O)COc1ccccc1)C(=O)NCC(C)(C)N1CCOCC1 (stereo not drawn)	.	5	3	4.6	.
CC(=O)c1c(C)[nH]c(C(=O)OCC(=O)NC(C)c2ccccc2)c1C (stereo not drawn)	.	2	0	1.6	.
CCCC(C(=O)NC(C)(C)C)N(Cc1ccccc1)C(=O)c1snc(C(N)=O)c1N (stereo not drawn)	.	-1	-4	3.4	.
COc1ccc(Cl)cc1NC(=O)CN1C(=O)C(=O)N(C2CCCC2)C1=O	.	-7	10	4.9	.
COCCCN1C(=O)C(CC(=O)NC2CCCCC2)CC(C(=O)N2CCOCC2)=C1C (stereo not drawn)	.	4	0	1.5	.
CCOC(=O)CCCCCC(=O)Nc1ccc2c(c1)C(=O)N([C@@H](C)CO)C[C@H](C)[C@H](CN(C)C(=O)Nc1ccc(F)cc1)OCCCC[C@H](C)O2	.	-9	0	1.7	.
Cc1cn([C@H]2C[C@H](O)[C@@H](CNS(=O)(=O)c3ccc(NS(=O)(=O)N(C)C)cc3)O2)c(=O)[nH]c1=O	.	-13	2	1.8	.
Cc1cccc(NC(=O)CNC(=O)c2cc(S(=O)(=O)N(C)C)ccc2N2CCCC2)c1C	.	10	2	0.8	.
CCOC(=O)C1(Cc2ccccc2C)CCCN(C(=O)c2ccc(C(C)=O)s2)C1 (stereo not drawn)	.	10	0	1.7	.
COc1ccc(CC(=O)Nc2ccccc2C(F)(F)F)cc1S(=O)(=O)N1CCOCC1	.	0	0	4.1	.
C[C@@H]1CN([C@H](C)CO)C(=O)CCCn2nncc2CO[C@H]1CN(C)Cc1ccc2cccnc2c1	.	-12	-6	2.4	.
C[C@H]1CN([C@@H](C)CO)C(=O)c2cc(C#CC3CCCC3)cnc2O[C@H]1CN(C)C(=O)Cc1ccccn1	.	-4	-7	3.0	.
CCN(CC)C(=O)C1=C(C)N(CCCOC)C(=O)C(CC(=O)NCCc2ccccn2)C1 (stereo not drawn)	.	-6	-9	2.1	.
CC1CC(NC(=S)N(C)C)CC(C)(C)C1 (stereo not drawn)	.	8	-4	2.4	.
COc1ccc([C@H]2C[C@H](n3cc(COC(=O)c4ccccc4)nn3)[C@@H](O)CN2C(=O)c2cccs2)cc1	.	14	12	2.0	.
CN(C)S(=O)(=O)c1ccc(C(=O)Nc2nnc(SCC(=O)N3CCOCC3)s2)cc1	.	-4	-2	1.7	.
COc1ccc(NC(=O)N(C)C[C@@H]2OCc3cnnn3CCCC(=O)N([C@H](C)CO)C[C@@H]2C)cc1	.	6	2	2.0	.

(list continues)
Structure	PfHsp90 yeast 2	PKA-R1A activ	PKA-R2B activ	phage Ecoli inh	Tat export inh
COc1ccccc1C(=Cc1ccc([N+](=O)[O-])cc1)C(=O)O	.	0	-1	-1.8	.
O=C(O)CN1C(=O)/C(=C\c2ccccc2OCc2ccccc2)SC1=S	.	6	-7	1.9	.
CC(C)N(Cc1nccn1C)C(=O)C1CCC(=O)N(CCc2ccccc2)C1 (stereo not drawn)	.	8	-7	0.4	.
O=C(OCn1nnc2ccccc2c1=O)c1ccc(F)c(S(=O)(=O)N2CCOCC2)c1	.	-5	-15	3.5	.
C[C@@H]1CN([C@@H](C)CO)C(=O)CCCn2nncc2CO[C@H]1CN(C)C(=O)Nc1ccc(-c2cccs2)cc1	.	2	10	2.1	.
COc1ccc([C@H]2C[C@@H](n3cc(C4CC4)nn3)[C@H](O)CN2CC2CCCCC2)cc1	.	-2	1	-0.6	.

Marked active in PKA-R2B activ (from the list above):
Structure	PKA-R1A activ	PKA-R2B activ	phage Ecoli inh	Tat export inh
O=C1NCCCN1C1OC(CO)C(O)C1O (stereo not drawn)	11	22*	0.9	.
